FN deposition inh – fibronectin deposition inhibition. inhibition, % at 12.6 µM. 350,000 compounds, 0.086% hits. AH1F fibroblasts, Alexa488-fibronectin deposition fluorescence, overnight. AID 743247;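 active = mean inhibition across replicates of 30% or more, regardless of how many single replicates reach that level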;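 also: positive control wells lacked labelled fibronectin entirely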
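Assay system: AH1F fibroblast monolayer, labelled fibronectin deposition. Amount: 10000 cells per well. Also added: labelled fibronectin 24 nM. Compound: single-point pinned compound. Incubation: cell attachment 1 h, compound and FN exposure overnight. Detection: fluorescence after three HBSS washes, excitation 485 nm, emission 525 nm. Read-out: inhibition of fibronectin deposition signal.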
F508del corr – CFTR F508del correction in bronchial cells | CFBE cells, YFP halide quenching; stimulated with forskolin plus potentiator P3; % fluorescence drop versus neutral controls | activity (quench increase), % at 7.58 µM | 350,000 compounds, 0.36% hits | AID 720511;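 active = mean added fluorescence quench of at least 8% versus neutral control, with both replicates also reaching 8%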;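 also: cells transiently co-express mutant CFTR-F508del with the halide-sensitive YFP; corrector assay measuring rescue of mutant channel to the surface after 24 h compound exposure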
PGC1a acetyl inh – PGC1a acetylation modulation, inhibitor mode | U2OS PGC1a acetylation, AlphaScreen anti-acetyl-lysine; with virally co-expressed GCN5 acetyltransferase | inhibition, % at 15.6 µM | 350,000 compounds, 0.17% hits | AID 651687;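 active = every replicate shows inhibition of at least 40%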;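 also: 0% = neutral control wells and 100% = positive control wells; some results beyond the cut were filed as inactive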
Cneo AK release – Cryptococcus neoformans lysis via adenylate kinase release | C. neoformans lysis, adenylate kinase release luminescence, 4 h; normalised: neutral wells 0, clomiphene wells 100 | lysis activity, % at 15 µM | 360,000 compounds, 0.2% hits | AID 651654;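 active = mean lysis activity across replicates of at least 80%, whatever share of replicates individually reach that level; inactive = mean lysis activity below 80%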
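Material: C. neoformans cells | Amount: Yeast cell density of 5 × 10^6 cells/mL | Medium: Fresh YPD growth medium | Dosing: Single dose | Times: Static 4 h at 37 °C with compound, 1 h detection | Detection: AK luminescence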
C2C12 statin – protects C2C12 myotubes from simvastatin toxicity; rescue of ATP level, % at 7.49 µM; ATP luminescence, 48 h; scaled: DMSO 0, geranylgeraniol control 100; 330,000 compounds, 0.78% hits; AID 602340;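 active = mean ATP rescue above about 67%, or every replicate alone reaching that limit, limit read from the data, passing the limit was not always enough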;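 also: myotubes were challenged with 10 µM simvastatin during compound exposure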
miR122 inh – blocks miR-122 activity in Huh7 sensor cells; Huh7 miR-122 Renilla luciferase sensor, 48 h; neutral wells = 0, positive control = 100; activation (reporter increase), % at 12.5 µM; 340,000 compounds, 0.3% hits;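 active = mean replicate activation score at least 90 and every replicate individually at or above 90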;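 also: higher luciferase means less miR-122 activity so hits act as miR-122 inhibitors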
GSIS activator – primary screen for activators of insulin secretion dependent on glucose, INS-1E cells, GLuc reporter luminescence | 370,000 compounds, 0.61% hits | activation, % at 16.6 µM | INS-1E GLuc reporter insulin secretion, 2-3 h | AID 743287;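 active = lowest replicate activation of at least 40%, so every replicate reaches that level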;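 also: 0% = median of neutral control wells and 100% = median of IBMX positive control wells; some compounds called inactive have numbers as strong as hits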
PglD DTNB – blocks C. jejuni PglD acetyltransferase activity; AID 602405; purified PglD enzyme, DTNB colorimetric CoA detection; 360,000 compounds, 0.098% hits; inhibition, % at 12.5 µM; in the data active = inhibition above about 16%, passing the limit was not always enough; also: strong numbers were not always called active
* marks the source's active call; other numbers are inactive results; . = not tested or not shown; & = joins results of further samples; [ ] = another dose, or the depositor's remark.

The first two compounds, to show the layout:
SMILES | FN deposition inh | F508del corr | PGC1a acetyl inh | Cneo AK release | C2C12 statin | miR122 inh | GSIS activator | PglD DTNB
O=C(CN1C(=O)NC(Cc2c[nH]c3ccccc23)C1=O)Nc1ccc(F)cc1F (stereo not drawn) | 3 | -0.3 | 1 | 2 | -2 | -2 | -4 | -3
COc1ccc(CN2C[C@@H](CO)O[C@@H](n3cnc4c(NCc5ccco5)ncnc43)C2)cc1 | -2 | 0.4 | . | 1 | -6 | 0 | -7 | 4

Main list, previewed entries included:
SMILES | FN deposition inh | F508del corr | PGC1a acetyl inh | Cneo AK release | C2C12 statin | miR122 inh | GSIS activator | PglD DTNB
O=C(CN1C(=O)NC(Cc2c[nH]c3ccccc23)C1=O)Nc1ccc(F)cc1F (stereo not drawn) | 3 | -0.3 | 1 | 2 | -2 | -2 | -4 | -3
COc1ccc(CN2C[C@@H](CO)O[C@@H](n3cnc4c(NCc5ccco5)ncnc43)C2)cc1 | -2 | 0.4 | . | 1 | -6 | 0 | -7 | 4
O=C(NCCc1ccccc1)c1nc2ncccn2n1 | 5 | . | -5 | -1 | -4 | 1 | 9 | 4
COc1ccc(NC(=O)CCN2CCN(c3ccc(F)cc3)CC2)cc1 | 1 | -18 | -2 | 0 | -2 | 1 | -19 | 1
Cc1cc2c(n1-c1ccc(Br)cc1)CC(C)(C)CC2=O | -8 | . | . | -2 | 8 | -1 | . | -2
O=C(Nc1ccc(N2CCN(C(=O)c3ccccc3)CC2)cc1)c1cccnc1 | -2 | -0.5 | . | 5 | 6 | 4 | -8 | -7
C[C@H]1CN([C@@H](C)CO)C(=O)c2cc(NC(=O)c3ccncc3)ccc2O[C@H]1CN(C)Cc1ccc(C(=O)O)cc1 | -1 | -3.7&-2.7 | 4&1 | -7&-8 | 1&7 | 17[16.7 µM] | -3&4 | 1&-5
NC(=O)CN1C(=O)NC(c2ccccc2)(c2ccccc2)C1=O | 3 | 1.0 | . | 1 | 12 | . | -6 | -6
CCOC(=O)C1CCN(c2cc3c(cc2NC(=O)c2ccccc2)n(C)c(=O)n3C)CC1 | 1 | -1.1 | . | -1 | -5 | . | 3 | 1
Cc1cccc(-c2nc3c(s2)CCc2onc(-c4ccc(Br)cc4)c2-3)c1 | 4 | -3.8 | 6 | 0 | 2 | -2 | 12 | -2
CC(C)(C)c1ccc(OCc2ccc(C(=O)N/N=C/c3ccc(O)c(O)c3)cc2)cc1 | -4 | 6.7 | -10 | . | . | . | 17 | .
CCCn1c(O)c(N=NC(=O)CNC(=O)Cc2ccc(OC)cc2)c2ccccc21 | -2 | 3.1 | 7 | -2 | -4 | -5 | . | 0
CN1CCN(C(=O)c2ccccc2NC(=O)c2sc3ccccc3c2Cl)CC1 | 4 | 0.6 | 9 | 3 | -2 | 0 | 19 | -8
COc1cc(C)nc(N2CCC(C(N)=O)CC2)n1 | 0 | . | 2 | 0 | -9 | -1 | . | 2
O=C(NCCCn1ccnc1)/C(=C\c1cccs1)NC(=O)c1ccccc1 | -4 | . | 0 | 0 | . | 6 | 17 | -7
CC1(C)C(c2cccs2)=[N+]([O-])C2(CCCCC/C2=N\NC(N)=O)N1O (stereo not drawn) | . | . | . | 6 | -9 | . | 4 | 6
CN(C)S(=O)(=O)c1ccc(C(=O)NC2CCCc3ccccc32)cc1 (stereo not drawn) | 10 | -5.1 | -9 | -1 | -7 | 2 | -2 | 0
CCCCCCSc1ccc([C@@H]2[C@@H]3C(=O)N(CC)C(=O)[C@@H]3[C@]3(C(=O)OC)CCCCN23)cc1 | -5 | 0.6 | 6 | -2 | -16 | 2 | -5 | 2
COc1ccc(-c2sc3cc(OC)c(OC)cc3c2C#CC(C)(C)O)cc1 | 12 | 3.3 | -36 | 0 | -17 | 14 | 2 | 0
CCCNC(=O)c1ccc(N2CCC3(CC2)CC(c2ccccc2)=NO3)c(N)c1 | -7 | -4.4 | -10 | -3 | -8 | -4 | -10 | 1
CCN(CC)S(=O)(=O)c1ccc(Cl)c(NC(=O)c2cc(Cl)ccc2Cl)c1 | 10 | . | 4 | 1 | -17 | -2 | 6 | -1
Cc1cc(=O)[nH]c(SCCCOc2ccc3c(c2)CCC3)n1 | . | . | -12 | -1 | 8 | -1 | . | 4
S=c1[nH]cc(-c2ccccc2)n1-c1ccccc1 | -4 | . | -7 | 3 | 98* | 0 | . | -6
O=C(NC1CCCCC1)C(c1ccco1)N(C(=O)c1csnn1)c1cccc(F)c1 (stereo not drawn) | 3 | -1.9 | -13 | -1 | 5 | -2 | 9 | -24
COc1ccc(N2CCN(S(C)(=O)=O)CC2)cc1 | 6 | . | . | -1 | . | 4 | . | -1
Other entries follow.
SMILES | FN deposition inh | F508del corr | PGC1a acetyl inh | Cneo AK release | C2C12 statin | miR122 inh | GSIS activator | PglD DTNB
COC(=O)c1ccc(NC(=O)CN2CCN(c3ccccc3)CC2)cc1 | 0 | . | 37 | . | 5 | 6 | -13 | -3
COc1ccc(C#Cc2ccc3c(c2)[C@H]2[C@H](CCN2C(=O)C2CCC2)[C@@H](CO)N3)cc1 | 10 | 3.1 | -9 | . | . | . | -21 | .
Cn1cccc1/C=C1\SC(=O)N(CC(=O)Nc2ccc(F)cc2)C1=O | 6 | 0.0 | 5 | . | . | -2 | 0 | .
O=C(NC1CCCc2c1cnn2-c1cc(F)cc(F)c1)c1ccncc1 (stereo not drawn) | 10 | 0.9 | 12 | 1 | -6 | -3 | -5 | 5
CO[C@H]1CN(C)C(=O)c2cc(NC(=O)Nc3ccccc3)ccc2OC[C@H](C)N(C(=O)CN(C)C)C[C@H]1C | 25 | -0.2 | 2 | 3 | -8 | -3[16.7 µM] | 10 | -1
Cc1nnc(SCC(=O)NC2CC2)n1CC1CCCO1 (stereo not drawn) | 0 | 1.5 | . | . | 0 | 3 | 10 | .
CNC[C@@H]1Oc2c(NC(=O)c3nc4ccccc4s3)cccc2C(=O)N([C@@H](C)CO)C[C@@H]1C | 7 | 1.4 | -5 | 2 | 4 | 4[16.7 µM] | -4 | -3
CS(=O)(=O)Nc1ccc2c(c1)[C@H]1C[C@@H](CC(=O)NC3CCCCC3)O[C@H](CO)[C@H]1O2 | 12 | -0.8 | 3 | 2 | -13 | 5[16.7 µM] | 3 | -4
COC(=O)COc1ccc(S(=O)(=O)Nc2ccc(C(N)=O)cc2)cc1Cl | . | -0.4 | 6 | 0 | -1 | -19 | 17 | 6
CC(OC(=O)c1cccc(-n2cnnn2)c1)C(=O)Nc1ccc(F)cc1Cl (stereo not drawn) | 2 | -2.7 | . | -1 | 22 | . | 13 | 4
CC(C(=O)OCC(=O)N1CCCCC1)N1C(=O)c2ccccc2C1=O (stereo not drawn) | 3 | 0.9 | 0 | 1 | 4 | -19 | 8 | -1
CCCNC(=O)[C@H]1[C@H](CO)[C@H]2Cn3c(cccc3=O)[C@@H]1N2S(=O)(=O)c1ccccc1C | . | -0.8 | . | -6 | -3 | -5[16.7 µM] | 3 | -2
COC(=O)c1ccc(C2/C(=C(\O)c3ccc4c(c3)OCCO4)C(=O)C(=O)N2CCCN(C)C)cc1 (stereo not drawn) | . | . | -3 | 2 | -7 | 0 | . | 0
CSC1=NCCN1C(=O)c1ccc(C)cc1 | 4 | -1.2 | 10 | . | . | . | 7 | .
CC(=O)c1cccc(N2C(=NC(=O)C(C)C)SC3CS(=O)(=O)CC32)c1 (stereo not drawn) | -3 | . | -2 | -1 | 14 | -11 | . | -3
CCn1c(SCC(=O)Nc2ccc(N3CCOCC3)c(Cl)c2)nnc1-c1ccc(N)cc1 | 9 | . | . | -2 | . | -5 | . | -2
O=C(NN1C(=O)c2ccccc2NC1c1ccccn1)c1ccc([N+](=O)[O-])cc1 (stereo not drawn) | 22 | . | -3 | -1 | . | -4 | . | -2
O=C(/C=C/c1ccc(F)cc1)OCC(=O)c1ccc[nH]1 | -6 | 2.1 | -8 | 5 | 7 | -1 | 9 | 0
CC(C)(C)OC(=O)NCCCCCNC(=O)c1nc[nH]c1C(=O)N1CCN(c2ccccc2)CC1 | 11 | 0.9 | 1 | 1 | -4 | 0 | -8 | 4
CN1CCN(c2nc(-c3ccccc3)c3cc(Cl)ccc3n2)CC1 | 4 | . | -7 | 4 | 0 | -9 | . | -2
COc1ccc([C@H]2CC(=O)C=C(c3ccc(OC)c(OC)c3)C2)cc1 | 8 | 1.7 | . | -1 | 0 | -11 | 17 | 4
Cc1ccc2cc(CN(CC3CCCO3)S(=O)(=O)c3ccc4c(c3)OCCO4)c(=O)[nH]c2c1C (stereo not drawn) | . | -0.6 | -6 | -2 | -1 | -3 | -1 | 2
COc1ccc(NC(=O)COc2ccc(C)nc2[N+](=O)[O-])cc1S(N)(=O)=O | -9 | -1.7 | 0 | -1 | 5 | -4 | . | 2
CCn1c(SCc2ccc([N+](=O)[O-])cc2)nnc1C(C)NC(=O)c1ccccc1Br (stereo not drawn) | . | . | -16 | 15 | 3 | 6 | . | -2
C[C@@H]1CCCCO[C@@H](CN(C)Cc2ccc(C(=O)O)cc2)[C@@H](C)CN([C@@H](C)CO)C(=O)c2cc(NC(=O)CCC(F)(F)F)ccc2O1 | . | -0.7 | 5 | 0 | . | 8[16.7 µM] | 5 | 4

Two entries from above, reformatted:
Values in the order: FN deposition inh, F508del corr, PGC1a acetyl inh, Cneo AK release, C2C12 statin, miR122 inh, GSIS activator, PglD DTNB
- COc1ccc(NC(=O)COc2ccc(C)nc2[N+](=O)[O-])cc1S(N)(=O)=O
→ -9, -1.7, 0, -1, 5, -4, ., 2
- CCn1c(SCc2ccc([N+](=O)[O-])cc2)nnc1C(C)NC(=O)c1ccccc1Br (stereo not drawn)
→ ., ., -16, 15, 3, 6, ., -2

The results go on.
SMILES | FN deposition inh | F508del corr | PGC1a acetyl inh | Cneo AK release | C2C12 statin | miR122 inh | GSIS activator | PglD DTNB
COc1ccc(NC(=O)N(C)C[C@@H]2Oc3c(NC(=O)C4CCCCC4)cccc3C(=O)N([C@@H](C)CO)C[C@H]2C)cc1 | . | 0.7 | 17 | 1 | 2 | -5[16.7 µM] | 9 | 4
COc1ccccc1C(=O)Nc1nc2cc3c(cc2s1)OCO3 | -6 | 0.8 | 7 | 3 | -12 | 2 | 24 | 8
O=C(Nc1ccccc1)NC1(C(=O)NCCCN2CCOCC2)CCCCC1 | 4 | . | 5 | 1 | 102* | -5 | . | 4
NC(=O)N/N=C\c1cccs1 | 10 | 4.2 | 77* | -1 | 3 | -4 | . | 0
COc1ccccc1-n1c(C)c2c(OC)cccc(=O)c2c1C | 1 | . | . | -2 | . | 5 | -11 | -3
CCOC(=O)COc1ccc(S(=O)(=O)N2CCN(c3ccccc3F)CC2)cc1 | . | . | -12 | . | 18 | -3 | 9 | .
CCCn1c(/C=C/c2ccccc2)nc2ccccc21 | 11 | . | -8 | -1 | -12 | . | -22 | 0
CS(=O)(=O)c1ccc2nc(NC(=O)c3cccc(Cl)c3)sc2c1 | -2 | 0.7 | 2 | -2 | -18 | . | 6 | 2
CNc1cc(-c2cccc(C(=O)N3CCOCC3)c2)ncn1 | 3 | -1.0 | . | 0 | -4 | -2 | 13 | 3
COc1ccccc1S(=O)(=O)N[C@H]1CC[C@@H](CC(=O)N2CCN(C)CC2)O[C@@H]1CO | 0 | -1.7 | -6 | 2 | -7 | -1[16.7 µM] | 11 | -2
CSc1nc(N)c(C(=O)Nc2ccc([N+](=O)[O-])cc2)s1 | 2 | -0.5 | . | -2 | 0 | 1 | 5 | 4
C[C@H](NC(=O)C[C@@H]1CC[C@H]2[C@@H](COc3ccc(NS(=O)(=O)c4ccc(Cl)cc4)cc3C(=O)N2C)O1)c1ccccc1 | 1 | 0.9 | 6 | 1 | -76 | 0[16.7 µM] | -9 | -2

Assay outcomes deposited in PubChem by Broad Institute.
